Assay outcomes from PubChem BioAssay.
ATXN viability: Viability Counterscreen for Primary qHTS for Inhibitors of ATXN expression; 400,000 compounds, 0.49% hits; Potency, µM (doses to about 56.7 µM), actives largely listed as cytotoxic; S2 cells (HEK-293 line with an ATXN2-luciferase reporter) viability, CellTiter-Fluor protease fluorescence, 24 h; also: potency is read from the fitted curve at half-maximal effect; nearly all actives have a fitted effect of over 40% in size
KB-3-1 tox: qHTS assay for MDR1-selective chemotherapeutics: Primary screen using the parental adenocarcinoma cell KB-3-1; KB-3-1 viability, CellTiter-Glo ATP luminescence, 72 h; 400,000 compounds, 1.4% hits; Potency, µM (titrated, usually from 46.1 µM), inactives show top-dose activity change, negative = cytotoxic, most hits filed as cytotoxic; also: potency is read from the fitted curve at half-maximal effect; % is scaled to controls: 0 for no effect and ±100 for the full control effect; nearly all actives have a fitted effect of over 60% in size
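Cytotoxicity in the drug-sensitive parental line KB-3-1 was scored as loss of CellTiter-Glo luminescence following 72 h incubation with compound. Values come from curve fitting of normalized concentration-response data.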
ATXN2 expr inh: Primary qHTS for Inhibitors of ATXN expression | HEK-293 ATXN2-luciferase reporter, luminescence, 24 h | Potency, µM (doses to about 57 µM), for the others: at the highest dose activity change, negative = inhibition, actives largely listed as inhibitors | 360,000 compounds, 0.72% hits; also: potency is read from the fitted curve at half-maximal effect; % is scaled to controls: 0 for no effect and ±100 for the full control effect; nearly all actives have a fitted effect of over 55% in size
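qHTS (up to 57 uM final) was run with 24 h compound exposure of reporter cells at 37 °C. Each well was multiplexed: SteadyGlo luminescence measured ATXN2-luciferase expression after a fluorogenic Gly-Phe-AFC viability readout (25 uM final).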
KB-V1 MDR tox: qHTS assay for MDR1-selective chemotherapeutics: Primary screen using the drug-selected MDR subline cells KB-V1; Potency, µM (top dose mostly 46.1 µM), for the others: top-dose activity change, negative = cytotoxicity, usual class: cytotoxic; KB-V1 MDR cells viability, CellTiter-Glo, 72 h; 400,000 compounds, 3.4% hits; also: potency is read from the fitted curve at half-maximal effect; % is scaled to controls: 0 for no effect and ±100 for the full control effect; nearly all actives have a fitted effect of over 60% in size
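Compound-treated KB-V1 multidrug-resistant cells, 72 h, 37 degrees C; viability by CellTiter-Glo. Fitted qHTS curves give the values.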
IL-1B inflam inh: qHTS for Inhibitors of Inflammasome Signaling: IL-1-beta AlphaLISA Primary Screen; activity change, % at 57.5 µM; THP-1 LPS/ATP IL-1B secretion, AlphaLISA, 16 h; hits give low values; 360,000 compounds, 4.7% hits; in the data active = activity change below about -50%; inconclusive = mostly about -30% to -49%; also: % is scaled to controls: 0 for no effect and ±100 for the full control effect
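Secreted IL-1B measured by AlphaLISA bead assay after 16 h compound exposure of THP-1 cells; compounds (final up to 57.5 uM) added 1 h before LPS (250 ng/mL) and ATP (1.25 mM) stimulation; lower signal means less secretion.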
HT1080NT lethal: qHTS for induction of synthetic lethality in tumor cells producing 2HG: qHTS for the HT-1080-NT fibrosarcoma cell line; 360,000 compounds, 1.6% hits; Potency, µM (top dose mostly 46.1 µM), for the others: at the highest dose activity, negative = less viability, most hits filed as cytotoxic; HT-1080-NT fibrosarcoma viability, CellTiter-Glo ATP luminescence, 48 h;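 also: NT is the 2HG producing partner of a matched IDH1 knockdown line; potency is read from the fitted curve at half-maximal effect; 0% = DMSO-treated cells and -100% = media-only wells without cells; nearly all actives have a fitted effect of over 55% in size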
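Viability of the 2HG-overproducing fibrosarcoma line after 48 hours of compound exposure at 37 degrees C was determined by luminescence with CellTiter-Glo, and concentration-effect curves were then fitted and categorized.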
SW480 rereplic: A quantitative high throughput screen for small molecules that induce DNA re-replication in SW480 colon adenocarcinoma cells; AID 624297, 2012; SW480 DNA re-replication, Hoechst DNA content imaging, 48 h; 340,000 compounds, 1.8% hits; Potency, µM (series often up to 46.1 µM), for the others: at the top dose re-replication activation, actives largely listed as activators; also: potency is read from the fitted curve at half-maximal effect; % of control where 0% means no effect; nearly all actives have a fitted effect of over 55% in size
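250 cells/well; 23 nL cpd via pin tool; 48 hr, 37 C, 5% CO2; Hoechst 40 min; imager read of total nuclear intensity, ex 405/em 500-530 nm.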
MCF10A rerep: A quantitative high throughput screen for small molecules that induce DNA re-replication in MCF 10a normal breast cells; MCF 10A DNA re-replication, Hoechst nuclear intensity, 48 h; Potency, µM (titrated, usually from 46.1 µM), for the others: at the top dose activity, positive = re-replication, most hits filed as activators; 350,000 compounds, 2.9% hits; also: potency is read from the fitted curve at half-maximal effect; % of control where 0% means no effect; nearly all actives have a fitted effect of over 50% in size
HT1080 IDH1KD tx: qHTS for induction of synthetic lethality in tumor cells producing 2HG: qHTS for the HT-1080-IDH1KD cell line; HT-1080 IDH1 knockdown viability, ATP luminescence, 48 h; Potency, µM (top dose mostly 46.1 µM), without a hit: at the highest dose activity, negative = toxicity, hits mostly cytotoxic; 360,000 compounds, 2% hits;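 also: potency is read from the fitted curve at half-maximal effect; 0% = DMSO wells and -100% = cell-free medium wells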
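Assay cells: HT-1080 with IDH1 knockdown, 750 per well, RPMI/5% FBS. Exposure: 48 h at 37 °C following 2 h pre-incubation. Read: CellTiter-Glo luminescence; fitted concentration-response, curve class assigned.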
An asterisk follows results filed as active; i = inactive; ? = inconclusive; . = no result given; & = joins results of further samples; [ ] = remark or other dose. Unless noted, calls follow the shape of the dose curve; as a rule, active = well fitted curve in the direction sought with a large enough effect; inconclusive = small, poorly fitted or top-dose-only effect, or another doubt; inactive = no such curve, though single readings can be large; an effect the other way counts as inactive or inconclusive.

SMILES	ATXN viability	KB-3-1 tox	ATXN2 expr inh	KB-V1 MDR tox	IL-1B inflam inh	HT1080NT lethal	SW480 rereplic	MCF10A rerep	HT1080 IDH1KD tx
O=C(c1ccsc1)N1CCCC(N2CCOCC2)C1 (stereo not given)	i	3%	.	21%	0	-1%	-4%	-1%	-7%
CC1=C2C3OC(=O)C(C)C3CCC2(C)C=C(Cl)C1=O (stereo not given)	i	6%	.	-20%	-2	0%	.	.	-2%
Cc1ccc(S(=O)(=O)N(CC(=O)Nc2ccccc2C(=O)O)c2cccc(Cl)c2C)cc1	i	?	25%	0%	15	?	.	16µM*	?
CCn1c(SCC(=O)Nc2ccccc2C)nnc1-c1ccccc1O	i	0%	-3%	-13%	-24	8%	-7%	0%	9%
O=c1c2ccccc2nnn1CSc1nc2sc3c(c2c(=O)n1CC1CCCO1)CCC3 (stereo not given)	i	-4%	-17%	-5%	?	-13%	2%	-1%	1%[9.24 µM]
O=C(CSc1ccc(-c2ccccc2)nn1)N1CCCc2ccccc21	?	2%	-9%	-15%	-12	1%	0%	10%	-8%
Cc1ccc(S(=O)(=O)N2CCOCC2)cc1C(=O)NNC(=O)c1ccoc1C	i	2%	.	0%	3	3%	-35%[inhibitor]	-2%	10%
Cc1ccc(S(=O)(=O)NCC(=O)N(CC(=O)NCc2ccco2)Cc2cccs2)cc1	i	-11%	-1%	0%	0	-1%[9.24 µM]	-2%	-3%	-4%
O=C(COC(=O)c1ccc(O)cc1)Nc1ccc2c(c1)OCCO2	i	-12%	35%[activator]	-20%	7	-4%	?	24%	-2%
COc1cccc(OC)c1NC(=O)C1CCCN1C(=O)Nc1ccccc1Cl (stereo not given)	i	11%	-10%	-12%	-12	-2%	3%	1%	2%
C[C@H]1CN([C@@H](C)CO)C(=O)CCCn2nncc2CO[C@@H]1CN(C)Cc1ccc(C(F)(F)F)cc1	i	-10%	7%	-23%	51	7%	.	.	-4%
CCCCCCc1cc2cc(S(=O)(=O)c3ccc(Cl)cc3)c(=O)oc2cc1O	.	?	?	17%	-7	0%	21µM*	?	2%
COc1ccc(CCC(=O)NCc2cnn(C)c2)cc1	i	1%	8%	-4%	0	14%	-6%	5%	1%
Cn1c(=O)n(C)c2cc(NC(=O)c3ccccc3)ccc21	i	-4%	.	-2%	-26	0%	.	.	0%
O=C(NCC1CCCC(CNC(=O)N2CCc3ccccc32)C1)N1CCc2ccccc21 (stereo not given)	i	-9%	-16%	5.2µM*	?	?	?	23%	20µM*
CCCCC(=O)N(C)c1c(C)nc2ccc(C(=O)N3CCN(C(C)=O)CC3)cn12	i	0%	17%	6%	7	?	.	.	18%
CCc1ccc(NC(=O)[C@H](Cc2c[nH]c3ccccc23)NC(=O)[C@@H]2Cc3ccccc3CN2)cc1	i	5.2µM*	3%	?	-3	?	16µM*	18µM*	?
Cc1c(C2(O)CCCCC2)[nH]c2cnccc12	i	-15%	10%	-16%	6	-6%	3%	18%	-6%
Brc1cc2[nH]cnc2c2ccccc12	i	2%	-19%	-1%	35	-1%[9.24 µM]	1%	24%	?
CC(=O)n1nc2nc(C)cc(C)c2c1N	i	-1%	3%	19%	35	0%	-1%	-30%	-5%
C=CCN1CCN(C(=O)c2c(-c3ccccc3)noc2C)CC1	i	-3%	0%	-2%	19	?	-4%	3%	11%
COC(=O)Nc1ccc(S(=O)(=O)N2CCCc3ccccc32)cc1	?	1.5µM*	-10%	1.2µM*	49	8.9µM*	1.6µM*	8.2µM*	1.4µM*
CCN(CC)S(=O)(=O)c1ccc(NC(=O)NCc2noc3ccc(C)cc23)cc1	?	?	?	-15%	.	.	.	.	.
COc1ccc(NS(=O)(=O)c2ccc3oc(SCC(N)=O)nc3c2)cc1	i	-7%	-18%	-17%	11	-26%	1%	24%	-11%
COc1ccc2nc(/N=C\N(C)C)sc2c1	i	4%	18%	2%	-6	13%	6%	2%	9%
OCC1(Cc2ccc(Cl)cc2)CCN(Cc2ccc3nsnc3c2)CC1	i	-22%	-25%	-26%	-78*	-23%	6%	?	?
N#CCN1CCN(CC(=O)Nc2ccc(OCc3ccccc3)cc2)CC1	i	2%	7%	-6%	3	-16%	-4%	?	-5%
Cc1cc(C(=O)CN2C(=O)NC3(CCCC3)C2=O)c(C)n1-c1ccc2c(c1)OCO2	i	?	31%	?	-16	4%	-1%	9%	13%
Cc1ccc(C)c(OCC(=O)Nn2c(C)nc3ccccc3c2=O)c1	i	7%	3%	-2%	15	5%	6%	-4%	5%
CCOC(=O)CCC(=O)Nc1ccc(S(=O)(=O)N2CCC(C)CC2)cc1	i	?	10%	2%	5	11%	-3%	-1%	3%
CCCCCSc1nnc(-c2ccccc2NC(C)=O)c(=O)[nH]1	i	0%	-6%	?	4	14%	5%	-2%	-1%
CCCOc1ccc(CSCCNC(=S)Nc2ccccc2)cc1	i	-24%	0%	?	18	-8%	15%	?	-24%
CCN(C1CCS(=O)(=O)C1)S(=O)(=O)c1cccs1 (stereo not given)	i	14%	1%	-18%	-5	0%	-1%	10%	-7%
Cc1cc(OC(=O)c2cc(C(F)(F)F)cc(C(F)(F)F)c2)c([N+](=O)[O-])c(=O)[nH]1	i	11%	-3%	6%	25	0%	-19%	13%	3%
Cn1c(C(=O)NC2CCCC2)cc2c(=O)n(C)c3ccccc3c21	?	?	-19%	-32%	?	-2%	5%	17%	-1%
Cc1cccc(OCC(=O)N(C)CC(=O)Nc2cccc(F)c2)c1C	?	-2%	.	-7%	5	4%	-3%	-1%	1%
Cc1ccc2c(ccc[n+]2CC(=O)c2ccccc2)c1	i	8%	-9%	-4%	-22	2%	-3%	-3%	2%
NS(=O)(=O)c1ccc(N2N=C(c3ccccc3)CC2c2ccccc2Br)cc1 (stereo not given)	i	9%	-13%	-4%	-11	?	12µM*	?	-20%
COc1ccc(C(=O)NCCCc2nc3ccccc3n2Cc2ccccc2C)cc1OC	?	0%	-21%	-14%	0	0%	-6%	-1%	-7%
CC(=O)Nc1ccc(-c2cc(C(=O)O)c3cc4ccccc4cc3n2)cc1	i	-4%	.	6%	24	0%	.	.	7%
O=C(N/N=C/c1c(F)cccc1Cl)c1cc(C2CC2)[nH]n1	i	0%	.	16%	-12	1%	2%	-6%	-7%
CN(Cc1ccccc1)C(=O)c1cccc(NC(=O)Cc2ccc(NC(=O)C3CCN(C(=O)C4CCC4)CC3)cc2)c1	i	0%	-10%	0%	-3	0%	-6%	5%	-2%
COc1cc(/C=N/NC(=O)COc2ccc([N+](=O)[O-])cc2)ccc1OCC(=O)N1CCOCC1	i	13%	12%	17%	-9	-6%	2%	-5%	1%
Nc1nc(N)nc(-c2ccc(Cl)c(Cl)c2)n1	i	0%	29%	-16%	-30	-5%	18%	26%	-1%
Cc1ccc(NC(=O)CN2C(=O)CNC2=O)cc1	i	-3%	-5%	17%	-12	-2%	2%	?	-3%
CN(CC(=O)Nc1nc2ccccc2s1)S(=O)(=O)c1ccccc1	?	1%	24%	-4%	5	-10%	-4%	-3%	-1%
COc1ccccc1C(=O)Nc1nnc(-c2ccc(Cl)cc2)o1	i	0%	6%	-11%	-14	4%	-9%	10%	8%
CCn1c(SCC(=O)N2CCN(c3ccccc3)CC2)nc2c(c1=O)SC(C)C2 (stereo not given)	?	-8%	?	5%	-16	-2%	-4%	-1%	-4%
O=C(CCSc1ccccc1)Nc1ccc(S(=O)(=O)Nc2ncccn2)cc1	i	1%	-16%	-1%	34	-1%	12%	-4%	-1%
COc1ccc(NC(=O)C2CCCCN2N)cc1OC (stereo not given)	i	10%	8%	2%	-12	-2%	-3%[9.22 µM]	3%	11%
Cc1ccccc1OCC(=O)Nc1nnc(S(=O)(=O)N2CCCC2)s1	i	8%&9%	4%&11%	28%&1%	-9	-8%	-8%	-2%	4%
Cc1coc2cc3oc(=O)c(CC(=O)N[C@@H](CC(C)C)C(=O)O)c(C)c3cc12	i	10%	-1%	?	12	16%	-6%	-17%	15%
Cc1cc(C)n(C(C)CC(=O)NCc2ccc(N(C)C)cc2)n1 (stereo not given)	i	-6%	1%	5%	.	.	.	.	.
CCC(=O)Oc1ccc2c(=O)c(-c3ccc4ccccc4n3)c(CC)oc2c1C	i	1%	4%	13µM*	-3	21%	-5%	-7%	?
COC(=O)C1=C(C)NC(=O)CC1c1ccccc1OC (stereo not given)	i	-6%	11%	-2%	-1	0%	2%	-2%	-10%
CCC(C)Sc1nc2c(c(=O)[nH]c(=O)n2C)n1Cc1ccc(Cl)cc1 (stereo not given)	i	?	-8%	9.2µM*	?	-26%	13%	?	-26%
COc1ccc(COC(=O)c2n[nH]c3ccccc23)cc1F	i	-1%	43%[activator]	-5%	-17	-11%	10%	?	-17%
C/C(=N\NS(=O)(=O)c1c(C)cc(C)cc1C)c1ccncc1	i	-13%	-14%	16%	56	0%	9%	9%	0%

An unsorted share of the library, and some 11% of all compounds hit somewhere here.
